MrgX1 antagonist – human MrgX1 receptor antagonism, primary screen; Q96LB2; MRGX1-HEK293 calcium flux, Fluo-4, BAM8-22 antagonism; active compounds read low; B-score at 10 µM; actives 1.3% (n = 310,000);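 active means calcium-response B-score plate-corrected more than 3 library SD below zero, starting fluorescence within 5 deviations, no agonist response on first addition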;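 further: peak minus trough fluorescence over baseline after final BAM8-22 challenge near maximal dose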
aSyn 5UTR inh – MLPCN primary screen, SNCA 5' untranslated region | actives 0.82% (n = 300,000) | inhibition, % (tested at 7.5 µM) | alpha-synuclein 5'UTR reporter, inhibitor activity; in the data active means inhibition above about 60%;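 further: H4 neuroglioblastoma cells stably carrying SNCA 5'UTR luciferase fusion; 0% = DMSO wells and 100% = positive control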
TRPC4 PAM – TRPC4 (mouse) allosteric potentiation; Q9QUQ5; HEK293 TRPC4beta/mu-opioid, DAMGO EC20, Fluo-4 Ca2+ flux; active compounds read high; B-score at 10 µM; actives 0.42% (n = 310,000); AID 2227;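 active means B-score of calcium response area above 5 SD of library B-scores, with initial fluorescence ratio within 5 SD of library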;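 further: B-score of integrated fluorescence ratio over time as area under calcium response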
IEC-6 tox – counter-screen for KLF5 inhibitors: cytotoxicity in IEC-6 cells. IEC-6 cytotoxicity, luminescence viability. inhibition, % at 5 µM. actives 0.78% (n = 290,000); in the data active means inhibition above about 22%;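 further: 0% = plate median of test compound wells and 100% = cytotoxic reference compound wells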
KLF5 inhibitor – kruppel-like factor 5 inhibition; DLD-1 KLF5 promoter-luciferase reporter, luminescence; inhibition, % at 5 µM; actives 0.23% (n = 290,000);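 active means inhibition above a per-plate limit of that plate's mean compound inhibition plus 3 SD, cut at about 60% in these data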;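 further: 0% = DMSO wells and 100% = LY294002 at 200 µM; higher means less KLF5 promoter-driven luciferase light; inactives centre near -14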
HIF act – HIF pathway transcriptional activation; AID 1910; activation, % at 7.5 µM (by protocol); U2OS HRE-luciferase reporter, luminescence; normalized: DMSO 0%, desferrioxamine 100%; actives 0.32% (n = 300,000);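 active means mean activation of at least 10% of the iron chelator positive control signal, with at least half of replicates also reaching 10%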
SKKanGAS inh – blocks kanamycin growth of S. pyogenes SKKanGAS strain; BacTiter-Glo, 6 h; inhibition, % at 7.5 µM; actives 1.3% (n = 300,000);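 active means mean replicate score, as percent of positive control median, at least 50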;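 further: strain carries kanamycin resistance gene driven by streptokinase promoter and grows in 40 µg/ml kanamycin; loss of luminescence reflects streptokinase promoter inhibition or plain growth inhibition; 0% = median of DMSO wells and 100% = positive control at its reference dose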
TRPC4 agonist – activators of mouse TRPC4 channel; Q9QUQ5; HEK293 TRPC4beta/mu-opioid, Fluo4 calcium fluorescence; active compounds read high; B-score at 10 µM; actives 0.49% (n = 310,000);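 active means B-score above 5 SD of library B-scores, and initial fluorescence ratio not above library mean plus 5 SD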;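 further: positive B-score marks a calcium rise read as TRPC4 activation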
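system = HEK293 cells stably co-expressing mouse TRPC4beta and mu-opioid receptor | schedule = Fluo4 dye loading 45 min at room temperature, 110 s recording | measure = B-scored integrated calcium fluorescence ratio | signal = Fluo4 calcium-sensitive dye fluorescence, kinetic, 1 Hz baseline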
TRPC4 inh – blocks the mouse TRPC4 cation channel | HEK293 TRPC4beta/mu-opioid, DAMGO-evoked Fluo4 calcium flux; active compounds read low | B-score at 10 µM | actives 0.39% (n = 300,000) | Q9QUQ5;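 active means B-score over 3 SD under the library average, no early fluorescence shift, positive overall ratio signal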
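Assay system – HEK293 line stably carrying TRPC4beta and mu-opioid receptor · Doses – single dose · Detection – Fluo4 calcium-dye fluorescence, kinetic read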
TRPC6 activator – activates the mouse TRPC6 cation channel. Q61143. HEK293-TRPC6 membrane potential dye fluorescence; active compounds read high. B-score at 10 µM. actives 0.13% (n = 310,000). AID 2550;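 active means B-score of the integrated fluorescence ratio above library mean plus 3 SD, and starting fluorescence ratio within library mean plus 5 SD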;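 further: higher score means more depolarization so channel activation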
Target sequence (Q61143 whole entry, looked up): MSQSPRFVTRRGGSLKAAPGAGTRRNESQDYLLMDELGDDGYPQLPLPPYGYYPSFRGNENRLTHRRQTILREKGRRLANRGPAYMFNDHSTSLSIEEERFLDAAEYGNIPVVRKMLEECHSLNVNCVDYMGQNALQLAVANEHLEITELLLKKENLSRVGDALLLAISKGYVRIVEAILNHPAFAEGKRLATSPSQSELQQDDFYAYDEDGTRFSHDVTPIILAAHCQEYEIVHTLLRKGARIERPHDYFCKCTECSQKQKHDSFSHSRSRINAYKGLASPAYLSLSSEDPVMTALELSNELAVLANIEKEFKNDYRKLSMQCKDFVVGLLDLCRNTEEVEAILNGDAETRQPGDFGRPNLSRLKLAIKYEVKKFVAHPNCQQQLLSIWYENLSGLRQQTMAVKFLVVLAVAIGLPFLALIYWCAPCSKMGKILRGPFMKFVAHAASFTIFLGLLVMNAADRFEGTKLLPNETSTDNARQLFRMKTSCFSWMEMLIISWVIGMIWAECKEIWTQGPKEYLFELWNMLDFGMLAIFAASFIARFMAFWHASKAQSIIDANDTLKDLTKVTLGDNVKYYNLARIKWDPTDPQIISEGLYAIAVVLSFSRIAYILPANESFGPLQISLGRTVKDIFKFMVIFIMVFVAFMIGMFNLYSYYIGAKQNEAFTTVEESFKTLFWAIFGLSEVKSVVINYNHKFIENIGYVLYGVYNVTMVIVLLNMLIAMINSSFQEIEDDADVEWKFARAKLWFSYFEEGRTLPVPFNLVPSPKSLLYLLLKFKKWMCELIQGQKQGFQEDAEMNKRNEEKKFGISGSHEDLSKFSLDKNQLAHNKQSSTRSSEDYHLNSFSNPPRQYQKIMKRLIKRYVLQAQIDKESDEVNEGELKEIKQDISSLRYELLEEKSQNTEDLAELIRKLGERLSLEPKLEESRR
TRPC6 inh – mouse TRPC6 channel inhibition. HEK293-TRPC6, membrane potential dye, ACh-evoked depolarization; active compounds read low. B-score at 10 µM. Q61143. actives 1.1% (n = 310,000). AID 2553;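 active means B-score under library mean minus 3 SD, initial fluorescence not abnormally high, positive integrated signal ratio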;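 further: B-score derived from integrated fluorescence ratio over the kinetic read; more negative B-score means stronger inhibition of depolarization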
* = called active by the depositor.

Results for Cc1ccc(S(=O)(=O)N2CCN(C(=O)c3cc4c(C)nn(-c5ccccc5C)c4s3)CC2)cc1 ?
MrgX1 antagonist: inactive; aSyn 5UTR inh: 35; TRPC4 PAM: inactive; IEC-6 tox: -2; KLF5 inhibitor: -1; HIF act: -0.2; SKKanGAS inh: 5; TRPC4 agonist: inactive; TRPC4 inh: inactive; TRPC6 activator: inactive; TRPC6 inh: inactive

How did O=C(Nc1nnc(-c2ccc(Cl)cc2)o1)C1=COCCO1 do in these assays?
MrgX1 antagonist: inactive; aSyn 5UTR inh: 7; TRPC4 PAM: inactive; IEC-6 tox: 6; KLF5 inhibitor: -14; HIF act: 0.2; SKKanGAS inh: -2; TRPC4 agonist: inactive; TRPC4 inh: inactive; TRPC6 activator: inactive; TRPC6 inh: inactive

How did CC1CN(S(=O)(=O)c2ccc(C(=O)Nc3nc(-c4cc5ccccc5o4)cs3)cc2)CC(C)O1 (stereo unspecified) do in these assays?
MrgX1 antagonist: inactive; aSyn 5UTR inh: -16; TRPC4 PAM: inactive; IEC-6 tox: 1; KLF5 inhibitor: -20; HIF act: -0.2; SKKanGAS inh: 4; TRPC4 agonist: inactive; TRPC4 inh: inactive; TRPC6 activator: inactive; TRPC6 inh: inactive

What do the screens show for `COc1ccccc1C(=O)NCC(=O)OCC(=O)Nc1ccc2[nH]c(=O)[nH]c2c1`?
MrgX1 antagonist: inactive; aSyn 5UTR inh: 10; TRPC4 PAM: inactive; HIF act: 1.0; SKKanGAS inh: 1; TRPC4 agonist: inactive; TRPC4 inh: inactive; TRPC6 activator: inactive; TRPC6 inh: inactive

How did COc1ccc(C2SCC(=O)N2Cc2ccccc2)cc1 (stereo unspecified) do in these assays?
MrgX1 antagonist: inactive; aSyn 5UTR inh: -1; TRPC4 PAM: inactive; IEC-6 tox: 1; KLF5 inhibitor: -50; HIF act: -0.7; SKKanGAS inh: 2; TRPC4 agonist: inactive; TRPC4 inh: inactive; TRPC6 activator: inactive; TRPC6 inh: inactive

What do the screens show for `CCCCN(CCCC)CC(O)Cn1c2ccccc2c(=O)c2ccccc21` (stereo unspecified)?
MrgX1 antagonist: inactive; aSyn 5UTR inh: -25; TRPC4 PAM: inactive; IEC-6 tox: 0; KLF5 inhibitor: -14; HIF act: 0.1; SKKanGAS inh: 1; TRPC4 agonist: inactive; TRPC4 inh: inactive; TRPC6 activator: inactive; TRPC6 inh: -5.7*

What do the screens show for `Cc1ccccc1-c1cc(C(=O)Nc2sc(C(=O)OC(C)C)c(C)c2C#N)c2ccccc2n1`?
MrgX1 antagonist: inactive; aSyn 5UTR inh: 27; TRPC4 PAM: inactive; IEC-6 tox: 0; KLF5 inhibitor: -5; HIF act: -0.1; SKKanGAS inh: 59*; TRPC4 agonist: inactive; TRPC4 inh: inactive; TRPC6 activator: inactive; TRPC6 inh: inactive

How did CC(=O)c1ccc2c(c1)c(C#N)c1ccccc1[n+]2[O-] do in these assays?
aSyn 5UTR inh: -37; TRPC4 PAM: inactive; IEC-6 tox: 5; KLF5 inhibitor: -30; HIF act: 0.1; SKKanGAS inh: 7; TRPC4 agonist: inactive; TRPC4 inh: inactive; TRPC6 activator: inactive; TRPC6 inh: inactive

What do the screens show for `COc1ccc(C2=CC3=C(Br)C(=O)C(C)(OC(=O)C4CCCC4)C(=O)C3=CO2)cc1` (stereo unspecified)?
MrgX1 antagonist: inactive; aSyn 5UTR inh: -19; TRPC4 PAM: inactive; HIF act: 1.2; SKKanGAS inh: 4; TRPC4 agonist: inactive; TRPC4 inh: inactive; TRPC6 activator: inactive; TRPC6 inh: inactive

Results for CCC(NC(=O)CCc1c(C)c2cc3c(C)c(C)oc3cc2oc1=O)C(=O)N[C@@H](Cc1ccccc1)C(=O)O (stereo partly specified) ?
MrgX1 antagonist: inactive; aSyn 5UTR inh: -12; TRPC4 PAM: inactive; IEC-6 tox: -5; KLF5 inhibitor: -7; HIF act: -0.1; SKKanGAS inh: 61*; TRPC4 agonist: inactive; TRPC4 inh: inactive; TRPC6 activator: inactive; TRPC6 inh: inactive

What do the screens show for `CC(C)n1cc(NC(=O)C2CC(c3cccc(Br)c3)=NO2)cn1` (stereo unspecified)?
MrgX1 antagonist: inactive; aSyn 5UTR inh: -9; TRPC4 PAM: inactive; IEC-6 tox: 2; KLF5 inhibitor: 4; HIF act: 0.3; SKKanGAS inh: 3; TRPC4 agonist: inactive; TRPC4 inh: inactive; TRPC6 activator: inactive; TRPC6 inh: inactive

What do the screens show for `COCCNC(=O)C(=O)N/N=C(\C)CC(=O)Nc1cccnc1`?
MrgX1 antagonist: inactive; aSyn 5UTR inh: 11; TRPC4 PAM: inactive; IEC-6 tox: -1; KLF5 inhibitor: -24; HIF act: -1.9; SKKanGAS inh: -6; TRPC4 agonist: inactive; TRPC4 inh: inactive; TRPC6 activator: inactive; TRPC6 inh: inactive

How did COc1ccc(CCN(C)C(=O)CSc2ncnc3sccc23)cc1OC do in these assays?
MrgX1 antagonist: inactive; aSyn 5UTR inh: 31; TRPC4 PAM: inactive; IEC-6 tox: -2; KLF5 inhibitor: -14; HIF act: -0.3; SKKanGAS inh: 3; TRPC4 agonist: inactive; TRPC4 inh: inactive; TRPC6 activator: inactive; TRPC6 inh: inactive

What do the screens show for `CC(=O)Nc1ccc(NC(=O)CSc2ncc(C(=O)Nc3ccc(F)cc3)c(=O)n2C)cc1`?
MrgX1 antagonist: inactive; aSyn 5UTR inh: -58; TRPC4 PAM: inactive; HIF act: -0.7; SKKanGAS inh: 19; TRPC4 agonist: inactive; TRPC4 inh: inactive; TRPC6 activator: inactive; TRPC6 inh: inactive

Results for CCC(CC)NC(=O)Cc1ccccc1[N+](=O)[O-] ?
MrgX1 antagonist: inactive; aSyn 5UTR inh: 1; TRPC4 PAM: inactive; IEC-6 tox: 10; KLF5 inhibitor: -42; HIF act: -0.1; SKKanGAS inh: 3; TRPC4 agonist: inactive; TRPC4 inh: inactive; TRPC6 activator: inactive; TRPC6 inh: inactive

Results for O=C(Nc1ccc(Cl)cc1)c1ccc(-c2ccccn2)s1 ?
MrgX1 antagonist: inactive; aSyn 5UTR inh: -170; TRPC4 PAM: inactive; IEC-6 tox: 4; KLF5 inhibitor: -32; HIF act: 4.1; SKKanGAS inh: -2; TRPC4 agonist: inactive; TRPC4 inh: inactive; TRPC6 activator: inactive; TRPC6 inh: inactive

What do the screens show for `COC(=O)C1=C(C)N=c2s/c(=C/c3cccs3)c(=O)n2C1c1cccs1` (stereo unspecified)?
MrgX1 antagonist: inactive; aSyn 5UTR inh: -1; TRPC4 PAM: inactive; IEC-6 tox: -1; KLF5 inhibitor: -32; HIF act: -0.7; SKKanGAS inh: 10; TRPC4 agonist: inactive; TRPC4 inh: inactive; TRPC6 activator: inactive; TRPC6 inh: inactive

What do the screens show for `COc1ccccc1C(=O)Nc1ccccc1C(=O)N1C(C)CCCC1C` (stereo unspecified)?
MrgX1 antagonist: inactive; aSyn 5UTR inh: 4; TRPC4 PAM: inactive; IEC-6 tox: 5; KLF5 inhibitor: -28; HIF act: 0.5; SKKanGAS inh: 1; TRPC4 agonist: inactive; TRPC4 inh: inactive; TRPC6 activator: inactive; TRPC6 inh: inactive

What do the screens show for `O=C(NCCCc1ccccc1)c1ccc(CS(=O)Cc2ccccc2Cl)o1` (stereo unspecified)?
MrgX1 antagonist: inactive; aSyn 5UTR inh: 13; TRPC4 PAM: inactive; IEC-6 tox: -3; KLF5 inhibitor: -25; HIF act: -0.4; SKKanGAS inh: 8; TRPC4 agonist: inactive; TRPC4 inh: inactive; TRPC6 activator: inactive; TRPC6 inh: inactive

What do the screens show for `Cc1ccc(/C=N/NC(=O)CSc2nc3ccccc3[nH]2)o1`?
MrgX1 antagonist: inactive; aSyn 5UTR inh: 16; TRPC4 PAM: inactive; IEC-6 tox: 5; KLF5 inhibitor: -14; HIF act: -11; SKKanGAS inh: -1; TRPC4 agonist: inactive; TRPC4 inh: inactive; TRPC6 activator: inactive; TRPC6 inh: inactive

Results for C[C@H](NC(=O)C1CC(=O)N(c2ccc3c(c2)OCO3)C1)C(=O)NCc1ccco1 (stereo partly specified) ?
MrgX1 antagonist: inactive; aSyn 5UTR inh: -6; TRPC4 PAM: inactive; IEC-6 tox: -1; KLF5 inhibitor: -28; HIF act: 0.3; SKKanGAS inh: 3; TRPC4 agonist: inactive; TRPC4 inh: inactive; TRPC6 activator: inactive; TRPC6 inh: inactive

Results for CCOC(=O)CCc1c(C)nc2cc(-c3ccccc3OC)[nH]n2c1=O ?
MrgX1 antagonist: inactive; aSyn 5UTR inh: -2; TRPC4 PAM: inactive; IEC-6 tox: 3; KLF5 inhibitor: -13; HIF act: -0.1; SKKanGAS inh: 3; TRPC4 agonist: inactive; TRPC4 inh: inactive; TRPC6 activator: inactive; TRPC6 inh: inactive

Results for O=C(Cn1c(CN2CCCCC2)nc2ccccc2c1=O)Nc1ccccc1 ?
MrgX1 antagonist: inactive; aSyn 5UTR inh: 19; TRPC4 PAM: inactive; IEC-6 tox: 4; KLF5 inhibitor: -18; HIF act: 0.2; SKKanGAS inh: -2; TRPC4 agonist: inactive; TRPC4 inh: inactive; TRPC6 activator: inactive; TRPC6 inh: inactive

What do the screens show for `O=C(CN1CCN(c2ccc(O)cc2)CC1)Nc1ccc(SC(F)F)cc1`?
MrgX1 antagonist: inactive; aSyn 5UTR inh: 42; TRPC4 PAM: inactive; IEC-6 tox: 4; KLF5 inhibitor: -4; HIF act: -0.4; SKKanGAS inh: 9; TRPC4 agonist: inactive; TRPC4 inh: inactive; TRPC6 activator: inactive; TRPC6 inh: inactive

What do the screens show for `CSc1ccc(/C=C/C(=O)N2CCN(c3ccccn3)CC2)cc1`?
MrgX1 antagonist: inactive; aSyn 5UTR inh: 6; TRPC4 PAM: inactive; IEC-6 tox: 1; KLF5 inhibitor: -34; HIF act: 0.7; SKKanGAS inh: 0; TRPC4 agonist: inactive; TRPC4 inh: inactive; TRPC6 activator: inactive; TRPC6 inh: inactive

High-throughput results from PubChem BioAssay.

No enrichment for hits; about 5.8% have a hit in one of these screens.
